Compound activity as filed in PubChem BioAssay.
TDP-43 yeast inh = rescues yeast growth from TDP-43 toxicity; TDP-43 expressing yeast growth rescue, BacTiter-Glo, 24 h; Potency, µM (top dose mostly 46.1 µM), for inactives: at the highest dose growth rescue (activation), hits mostly activators; 410,000 tested, 1.8% active; AID 652104; also: potency is read from the fitted curve at half-maximal effect; % of control where 0% means no effect; nearly all actives have a fitted effect of over 50% in size
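Growth rescue of TDP-43-toxic yeast measured as ATP luminescence (BacTiter-Glo). Cells grown to mid-log in raffinose, induced in galactose at OD600=0.02, exposed to compound 24 hr at 30 deg C.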
aSyn yeast inh = inhibitors of alpha-synuclein toxicity in yeast; 370,000 tested, 0.14% active; AID 652106; Potency, µM (series often up to 46.1 µM), inactives show top-dose growth rescue (activation), hits mostly activators; Yeast expressing alpha-synuclein, growth rescue, BacTiter-Glo, 24 h; also: potency is read from the fitted curve at half-maximal effect; % of control where 0% means no effect; nearly all actives have a fitted effect of over 65% in size
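Galactose-induced alpha-syn yeast (OD600=0.02, raffinose-pregrown) + pinned cpd, 24 hr, 30 deg C; growth by BacTiter-Glo luminescence. Growth restoration scores as activation.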
FUS yeast rescue = suppressors of FUS proteinopathy in yeast. S. cerevisiae FUS-expressing, growth rescue, OD600, 24 h. Potency, µM (top dose mostly 76.6 µM), for inactives: at the top dose growth rescue (activation), actives largely listed as activators. 390,000 tested, 0.24% active. AID 1347120;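 also: potency is read from the fitted curve at half-maximal effect; plate controls were DMSO vehicle for no effect and reference control for full effect; nearly all actives have a fitted effect of over 55% in size; some results filed as inactive show a strong effect at the top dose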
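Quantitative HTS measuring growth restoration of FUS-toxic yeast. Galactose-induced cells (OD 0.005) were exposed 24hr at 30C to compounds at several concentrations, then absorbance at 600 nm was recorded.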
EPAC2 ag = agonists of human EPAC2 (RAPGEF4); Q8WZA2; 360,000 tested, 0.079% active; EPAC2 activation, biochemical qHTS; response scale: 100% = 6.5 mM cAMP response; AID 720711; Potency, µM (doses to about 154 µM), inactives show at the highest dose activation, usual class: activators; also: potency is read from the fitted curve at half-maximal effect; nearly all actives have a fitted effect of over 50% in size
Target sequence (Q8WZA2 whole entry, looked up): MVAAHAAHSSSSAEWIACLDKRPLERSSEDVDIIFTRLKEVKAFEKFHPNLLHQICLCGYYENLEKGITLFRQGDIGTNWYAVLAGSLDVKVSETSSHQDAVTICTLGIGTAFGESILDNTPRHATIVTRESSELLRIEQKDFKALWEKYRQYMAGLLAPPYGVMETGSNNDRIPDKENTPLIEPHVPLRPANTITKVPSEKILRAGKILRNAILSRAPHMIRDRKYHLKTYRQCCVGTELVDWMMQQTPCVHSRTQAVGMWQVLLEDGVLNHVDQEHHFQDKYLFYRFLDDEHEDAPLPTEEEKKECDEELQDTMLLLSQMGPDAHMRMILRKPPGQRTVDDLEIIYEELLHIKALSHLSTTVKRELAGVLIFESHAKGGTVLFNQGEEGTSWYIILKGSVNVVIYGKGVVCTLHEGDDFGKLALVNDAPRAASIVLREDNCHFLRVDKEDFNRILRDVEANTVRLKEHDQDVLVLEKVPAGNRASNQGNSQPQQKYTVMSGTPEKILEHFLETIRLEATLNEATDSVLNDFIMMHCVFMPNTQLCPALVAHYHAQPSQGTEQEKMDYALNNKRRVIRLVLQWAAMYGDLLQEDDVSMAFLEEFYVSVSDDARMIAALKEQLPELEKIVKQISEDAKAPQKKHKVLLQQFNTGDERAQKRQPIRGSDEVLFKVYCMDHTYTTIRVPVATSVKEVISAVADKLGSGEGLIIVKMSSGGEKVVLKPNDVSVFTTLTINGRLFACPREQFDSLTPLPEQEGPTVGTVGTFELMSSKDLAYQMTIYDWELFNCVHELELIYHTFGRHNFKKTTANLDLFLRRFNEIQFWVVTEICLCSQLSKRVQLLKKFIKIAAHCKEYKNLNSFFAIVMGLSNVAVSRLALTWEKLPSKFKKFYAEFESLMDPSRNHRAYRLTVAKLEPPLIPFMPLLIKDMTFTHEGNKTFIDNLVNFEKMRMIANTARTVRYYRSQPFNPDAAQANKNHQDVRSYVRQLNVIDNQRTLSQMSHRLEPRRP
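Compounds were added across a concentration range to EPAC2 (100 nM), RAP1B-BODIPY-GDP (250 nM) and GDP (50 uM). After 5 min at room temperature, fluorescence was recorded at 5-min intervals for 30 min.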
Abeta rescue = A-beta toxicity reversal in yeast | yeast expressing A-beta42, growth rescue, OD600, 48 h; response scale: 0% DMSO, 100% iron-clioquinol control | Potency, µM (top dose mostly 46.1 µM), for inactives: at the top dose growth rescue, most hits filed as activators | 410,000 tested, 0.063% active; also: potency is read from the fitted curve at half-maximal effect; nearly all actives have a fitted effect of over 55% in size
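Yeast A-beta toxicity model in growth medium with pinned compounds, 48 h at 30 C; growth read as absorbance at 600 nm. Normalized to FeCl3/clioquinol equimolar mix (positive) and DMSO (negative).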
EPAC2 antagonist = EPAC2 (human) antagonism | 360,000 tested, 0.18% active | EPAC2 GEF exchange of Rap1B-BODIPY-GDP, fluorescence | Potency, µM (series often up to 114 µM), inactives show at the highest dose activity, negative = inhibition, hits mostly inhibitors; also: potency is read from the fitted curve at half-maximal effect; % is scaled to controls: 0 for no effect and ±100 for the full control effect; nearly all actives have a fitted effect of over 45% in size; many of its hits are not listed in these tables
DRD3 antagonist = antagonists of human D3 dopamine receptor; 360,000 tested, 2.5% active; max response, negative = inhibition, %; D3R cells, DiscoveRx beta-arrestin luminescence, antagonist mode; active compounds read low; P35462; AID 652054; in the data active = max response below about -50%; inconclusive = no clear call, values can overlap the other calls; also: % is scaled to controls: 0 for no effect and ±100 for the full control effect; mostly tested at two doses, the higher about 12 µM
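Cells expressing the human receptor were seeded at 1500 cells/well, incubated overnight at 37 degrees C in 5% CO2, then exposed to library compounds with dopamine controls for 90 minutes at 37 degrees C before luminescent detection.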
DRD3 agonist = D3 dopamine receptor (human) agonism. 410,000 tested, 0.58% active. P35462. max activation, %. AID 652048. D3R DiscoveRx beta-arrestin cells, luminescence, 90 min; in the data active = max activation above about 30%; also: 0% is about no effect; mostly tested at two doses, the higher about 12 µM
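Agonist mode: compounds and dopamine controls were applied to plated cells for 90 min at 37 degrees C after an overnight attachment at 1500 cells/well. Luminescent read-out followed 30 - 60 minutes at room temperature with DiscoveRx detection reagent.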
* hit, by the source's call; ? = inconclusive; nt = not tested or not shown; [ ] = remark or other dose. Unless noted, calls follow the shape of the dose curve; as a rule, active = well fitted curve in the direction sought with a large enough effect; inconclusive = small, poorly fitted or top-dose-only effect, or another doubt; inactive = no such curve, though single readings can be large; an effect the other way counts as inactive or inconclusive.

SMILES	TDP-43 yeast inh	aSyn yeast inh	FUS yeast rescue	EPAC2 ag	Abeta rescue	EPAC2 antagonist	DRD3 antagonist	DRD3 agonist
CC(=O)N1[C@H](C)C=C[C@]1(Cc1ccccc1)C(=O)NCCc1c[nH]c2ccccc12	18%	-6%	-7%	-1%	0%	-6%	28	17
COc1ccccc1NC(=S)N(Cc1ccc(C(=O)O)cc1)Cc1ccc(OC)c(OC)c1	-3%	-6%	30%	2%	-12%	-6%	3	-2
CCCn1c(SCCc2ccccc2)nc2c1c(=O)[nH]c(=O)n2C	14%	0%	-9%	5%	17%	-17%	-2	2
Cc1ccc(C(=O)N2C(CC(=O)Nc3ccc(Cl)cc3)C(=O)NC3CCCCC32)cc1 (stereo not given)	9%	-2%	24%	-8%	0%	-15%	1	2
O=c1c(Cc2ccc(Cl)cc2Cl)c(O)ccn1Cc1ccc(Cl)cc1	9%	-7%	-48%	8%	5%[9.22 µM]	-3%	126	13
CCOC(=O)C1CCN(C(=O)c2cc3ccc(OC)cc3[nH]2)CC1	26%	-3%	19%	4%	-1%	12%	16	-21
Cn1c(=O)c2cc(S(=O)(=O)Nc3cccc(F)c3)ccc2n(C)c1=O	18%	5%	3%	4%	15%	5%	3	0
CCNC(=S)N/N=C(\C)c1ccc2ccccc2c1OC(F)F	?	-9%	?	0%	5.6µM*	-10%	-5	30*
Cc1c([N+](=O)[O-])cc(C(=O)Oc2ccc(Br)cc2C(=S)N2CCCCC2)cc1[N+](=O)[O-]	0%	-1%	nt	-5%	1%	12%	6	-2
O=C(Nc1cccc(F)c1)C1CCN(S(=O)(=O)c2ccc3[nH]c4c(c3c2)CCCCC4)CC1	15%	nt	20%	nt	2%	nt	nt	1
Cc1ccc(C(=O)NNC(=O)c2ccc3ccccc3c2)cc1	11%	3%	-13%	7%	4%	7%	-7	3
Cn1c(=O)oc2cc(S(=O)(=O)N3CCCc4ccccc43)ccc21	-12%	14%	-3%	14%	-12%	-19%	-1	4
COc1cccc(C(=O)N2CCN(c3nc4cc(C)cc(C)c4cc3C#N)CC2)c1	35µM*	4%	32%	1%	-17%	-8%	51	16
C/C(CC(=O)Nc1ccc(Cl)cc1Cl)=N\NC(=O)C(=O)NCCO	-12%	1%	nt	6%	-12%	7%	-12	3
C=CCNC(=O)CC(=O)N/N=C/c1cccc(Br)c1	-22%	0%	4%	10%	16%	-1%	4	-4
COc1cccc(CN2CCN(Cc3cccn3-c3cccnc3)CC2CCO)c1 (stereo not given)	-20%	-4%	-2%	13%	-18%	-4%[57.1 µM]	-4	-5
CCOc1ccc(NC(=O)CSc2ccc(-c3ccco3)nn2)cc1	2%	2%	28%	-8%	8%	-4%	6	8
CCN1/C(=C/c2ccc3ccccc3[n+]2CCCS(=O)(=O)[O-])C=Cc2cc(C)ccc21	-31%[inhibitor]	-31%[inhibitor]	7%	-3%	0%	-17%	-23	-7
Cc1ccc(-n2nnnc2SCC(=O)NCC2(N3CCOCC3)CCCCC2)cc1	1%	-6%	4%	3%	9%	7%	11	5
CC(=O)Nc1ccc(NC(=O)Cn2cnc3c(nnn3Cc3ccc(F)cc3)c2=O)cc1	-14%	0%	11%	7%	-9%	-5%	-9	3
Cc1ccc(S(=O)(=O)N2CCC(=O)c3ccccc32)cc1	?	2%	-2%	18%	-9%	-17%	7	3
C/C=C/C(=O)OCC(=O)Nc1cccc(F)c1	26%	2%	9%	-4%	26%	-3%	3	-2
COc1ccc(Cl)cc1S(=O)(=O)N1CCN=C1Cc1ccccc1	-6%	3%	0%	0%	4%	-2%	-6	2
O=C(CNC(=O)c1cccc(Cl)c1)NCC(c1cccs1)N1CCOCC1 (stereo not given)	10%	-5%	-14%	3%	8%	-25%	-7	-14
CCn1c(C)cc2c(c1=O)C(c1ccncc1)C(C#N)=C(N)O2 (stereo not given)	-14%	-16%	11%	-1%	-10%	17%	6	-6
CCc1nn2c(=O)cc(COC(=O)c3ccc(SC)cc3OC)nc2s1	0%	3%	nt	-1%	-9%	9%	-4	0
CCN1c2ccccc2-c2nc(SCC(=O)Nc3cc(C)c(Cl)cc3OC)ncc2S1(=O)=O	0%	nt	20%	nt	0%	nt	nt	-4
O=C(NN1CCOCC1)c1ccccc1	6%	-4%	-32%	8%	8%	1%	1	7
CC(=O)c1c(C)[nH]c(C(=O)Nc2ccc(C)c(C)c2)c1C	16%	-17%	-2%	-9%	4%	3%	-21	-4
Cc1ccc([C@@H]2[C@@H]3C(=O)N(C)C(=O)[C@@H]3[C@]3(Cc4ccccc4)C(=O)N(Cc4ccccc4)CC(=O)N23)o1	1%	-10%	6%	8%	0%	-9%	1	15
CCc1ccccc1NC(=O)CSc1nc2ccccc2nc1N1CCOCC1	-3%	5%	-28%	-5%	6%	-20%	22	3
CCN(CC)CCn1c2c(c(SCC(=O)Nc3cccc4ccccc34)nc1=O)CCC2	5%	-7%	-2%	10%	12%	-4%	14	2
Cc1cccc(NC(=O)C(C)SCc2nc3sc(C)c(C)c3c(=O)[nH]2)n1 (stereo not given)	8%	0%	nt	3%	0%	6%	1	-6
O=C(NC(=S)NCc1ccccc1)C1CCCCC1	6%	-11%	-4%	-3%	?	7%	-54*	-2
Nc1ccc(-c2cc(N)n(-c3ccccc3)n2)cc1	8%	2%	16%	-83%[inhibitor][15.6 µM]	-1%	9%	18	9
Cc1ccc(COC(=O)c2nn(C)c(=O)c3ccccc23)cc1	6%	1%	20%	21%	-11%	-9%	-2	3
CCN1C(=O)c2cccc3c(S(=O)(=O)Nc4c(C)n(C)n(-c5ccccc5)c4=O)ccc1c23	15%	0%	-3%	6%	0%	2%	25	4
COc1ccc(/C=N/O)cc1COc1ccc(NC(C)=O)cc1	23%	1%	27%	4%	0%	-4%	-5	-2
O=C(NCc1ccccc1)C(c1ccccc1)n1c(-c2ccncc2)nc2ccccc21 (stereo not given)	16%	0%	15%	8%	5%	-11%	-9	-9
Cc1cc(C)c(NC(=S)NC(=O)c2c(Cl)c(C)nn2C)c([N+](=O)[O-])c1	1%	1%	18%	-10%	2%	8%	5	7

A second format for eleven compounds above.
| Molecule | TDP-43 yeast inh | aSyn yeast inh | FUS yeast rescue | EPAC2 ag | Abeta rescue | EPAC2 antagonist | DRD3 antagonist | DRD3 agonist |
| --- | --- | --- | --- | --- | --- | --- | --- | --- |
| Cc1ccc([C@@H]2[C@@H]3C(=O)N(C)C(=O)[C@@H]3[C@]3(Cc4ccccc4)C(=O)N(Cc4ccccc4)CC(=O)N23)o1 | 1% | -10% | 6% | 8% | 0% | -9% | 1 | 15 |
| CCc1ccccc1NC(=O)CSc1nc2ccccc2nc1N1CCOCC1 | -3% | 5% | -28% | -5% | 6% | -20% | 22 | 3 |
| CCN(CC)CCn1c2c(c(SCC(=O)Nc3cccc4ccccc34)nc1=O)CCC2 | 5% | -7% | -2% | 10% | 12% | -4% | 14 | 2 |
| Cc1cccc(NC(=O)C(C)SCc2nc3sc(C)c(C)c3c(=O)[nH]2)n1 (stereo not given) | 8% | 0% | nt | 3% | 0% | 6% | 1 | -6 |
| O=C(NC(=S)NCc1ccccc1)C1CCCCC1 | 6% | -11% | -4% | -3% | ? | 7% | -54* | -2 |
| Nc1ccc(-c2cc(N)n(-c3ccccc3)n2)cc1 | 8% | 2% | 16% | -83%[inhibitor][15.6 µM] | -1% | 9% | 18 | 9 |
| Cc1ccc(COC(=O)c2nn(C)c(=O)c3ccccc23)cc1 | 6% | 1% | 20% | 21% | -11% | -9% | -2 | 3 |
| CCN1C(=O)c2cccc3c(S(=O)(=O)Nc4c(C)n(C)n(-c5ccccc5)c4=O)ccc1c23 | 15% | 0% | -3% | 6% | 0% | 2% | 25 | 4 |
| COc1ccc(/C=N/O)cc1COc1ccc(NC(C)=O)cc1 | 23% | 1% | 27% | 4% | 0% | -4% | -5 | -2 |
| O=C(NCc1ccccc1)C(c1ccccc1)n1c(-c2ccncc2)nc2ccccc21 (stereo not given) | 16% | 0% | 15% | 8% | 5% | -11% | -9 | -9 |
| Cc1cc(C)c(NC(=S)NC(=O)c2c(Cl)c(C)nn2C)c([N+](=O)[O-])c1 | 1% | 1% | 18% | -10% | 2% | 8% | 5 | 7 |

Next section:
SMILES	TDP-43 yeast inh	aSyn yeast inh	FUS yeast rescue	EPAC2 ag	Abeta rescue	EPAC2 antagonist	DRD3 antagonist	DRD3 agonist
COC(=O)c1ccc(Oc2nc(C(N)=O)cc(-c3ccccc3)n2)cc1	16%	-10%	36%	-9%	-1%	8%	8	6
Cc1ccc(C(=O)NC2CCCCC2)cc1	-5%	-1%	-11%	-1%	-4%	-1%	-28	-11
CC(C)(CN1CCN(c2ccccc2)CC1)NS(=O)(=O)c1ccccc1	-4%	1%	18%	9%	7%	-4%	?	-30
CC(C)(C)C(=O)NC(=S)NNC(=O)c1ccncc1	-4%	28%	11%	7%	22%	-8%	-24	12
CN(C)CCOCCOc1ccc(Cl)c2ccccc12	-16%	4%	8%	12%	-18%	6%	?	-18
Cc1nnc(SCC(=O)N(Cc2ccccc2)C(C)C)n1-c1ccccc1	1%	0%	-1%	-3%	21%	10%[57.1 µM]	-21	-4
COc1ccc(C/C(C)=N/NC(=S)Nc2ccc(C(C)C)cc2)cc1	10%	8%	-2%	7%	-1%	8%	8	1
N#Cc1ccc2nc3c(nc2c1)CCCC3	9%	4%	20%	7%	11%	0%	7	4
C[C@H]1COc2cc(N3CC[C@H](O)C3)ccc2S(=O)(=O)N1	17%	-1%	-6%	11%	3%	10%	25	3
CNC(=O)C1CCC(Cn2c(=O)c3sccc3n(CC(=O)Nc3ccccc3)c2=O)CC1 (stereo not given)	19%	nt	-22%	nt	-16%	nt	nt	2
CC1=C(C#N)C(NC(=O)c2ccco2)(C(F)(F)F)C(=O)N1 (stereo not given)	-9%	-14%	2%	6%	21%	5%	4	5
Cc1ccc(C(=O)OCC(=O)Nc2cccc(S(=O)(=O)N3CCCCC3)c2)o1	-10%	1%	10%	14%	15%	6%	8	-10

The list is partial (hit frequency here may not be typical).
